# CHRM1 antagonist = human M1 muscarinic receptor antagonists, primary screen, CHO-K1 cells, Fluo-8 calcium fluorescence, 1536-well; Muscarinic acetylcholine receptor M1 (Homo sapiens), P11229; CHO-K1 hM1, ACh EC80 antagonist; inhibition, % at 3 µM; actives 1.3% (n = 360,000); AID 588852, 2011;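 active = percent inhibition above its own plate's cutoff, namely the mean of that plate's compound wells plus 3 SD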;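 note: peak over basal fluorescence ratio during 140 s after agonist addition; 0% = ACh EC80 plus DMSO and 100% = DMSO alone without agonist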
# Target sequence (P11229 whole entry, looked up): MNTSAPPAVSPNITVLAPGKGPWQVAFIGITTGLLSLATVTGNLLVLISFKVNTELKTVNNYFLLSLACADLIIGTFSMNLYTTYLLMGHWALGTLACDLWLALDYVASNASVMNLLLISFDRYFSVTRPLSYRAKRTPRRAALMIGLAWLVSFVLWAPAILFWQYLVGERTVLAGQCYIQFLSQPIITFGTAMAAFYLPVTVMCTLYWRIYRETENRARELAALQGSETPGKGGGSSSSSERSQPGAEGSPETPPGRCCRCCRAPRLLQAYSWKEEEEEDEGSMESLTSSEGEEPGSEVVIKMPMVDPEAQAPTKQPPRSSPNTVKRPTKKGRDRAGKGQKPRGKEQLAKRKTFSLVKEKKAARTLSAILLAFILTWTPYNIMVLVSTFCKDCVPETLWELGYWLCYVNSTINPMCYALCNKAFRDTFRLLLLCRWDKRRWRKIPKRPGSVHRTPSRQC
# CHRM5 PAM = human M5 muscarinic receptor positive allosteric modulators, primary screen, CHO-K1 cells, Fluo-8 calcium fluorescence; Muscarinic acetylcholine receptor M5 (Homo sapiens), P08912; CHO-K1 hM5, ACh EC20 PAM; 0% = ACh EC20, 100% = ACh EC100; activation, % at 3 µM; actives 0.3% (n = 360,000); AID 624038, 2012;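 active = activation above the run cutoff, the mean activation of all test compounds plus 3 SD, cut at about 18% in these data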
# Target sequence (P08912 whole entry, looked up): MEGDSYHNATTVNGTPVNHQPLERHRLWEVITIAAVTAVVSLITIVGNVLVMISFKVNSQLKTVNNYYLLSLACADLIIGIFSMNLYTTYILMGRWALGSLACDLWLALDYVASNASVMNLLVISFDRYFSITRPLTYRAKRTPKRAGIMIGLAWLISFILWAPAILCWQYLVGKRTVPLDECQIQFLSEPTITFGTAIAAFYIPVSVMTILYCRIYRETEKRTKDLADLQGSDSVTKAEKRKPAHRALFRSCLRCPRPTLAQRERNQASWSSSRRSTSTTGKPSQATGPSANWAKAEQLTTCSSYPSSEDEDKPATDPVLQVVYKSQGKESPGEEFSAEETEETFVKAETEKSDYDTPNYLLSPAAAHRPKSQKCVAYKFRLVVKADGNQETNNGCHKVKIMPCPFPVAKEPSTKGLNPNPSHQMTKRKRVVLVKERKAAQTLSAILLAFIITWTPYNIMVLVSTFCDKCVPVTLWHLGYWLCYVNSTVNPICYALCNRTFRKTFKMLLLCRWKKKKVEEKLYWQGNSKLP
#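 Assay system: CHO-K1 hM5 cells / Incubation: Fluo-8 loading 80 min at 37 °C plus 30 min room temperature / Technique: Fluo-8 calcium dye fluorescence, kinetic read / Repeats: single replicate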
# TAAR1 ag = human TAAR1 agonists, primary screen, Fluo-8 calcium fluorescence, CHO RD-HGA16 cells; activation, % at 3 µM; actives 0.99% (n = 360,000); vehicle wells 0%, saturating PEA agonist 100%;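 active = activation above the mean activation of all test compounds in the run plus 3 SD, cut at about 38% in these data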
#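 test system = CHO RD-HGA16 cells carrying human TAAR1 plus Gα16 | schedule = 17-24 h seeding, 75 min 37 °C dye, 30 min RT | compound dosing = 3 µM single concentration | control set = DMSO and PEA EC100 | replicates = n 1 | signal = Fluo-8 fluorescence, 5 s baseline then 140 s kinetic read | measure = percent activation vs PEA EC100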
# M4 antag = human M4 muscarinic receptor antagonists, primary screen, CHO cells, Fluo-8 calcium fluorescence; Muscarinic acetylcholine receptor M4 (Homo sapiens), P08173; CHO-hM4 cells, ACh EC80; inhibition, % at 3 µM; actives 0.73% (n = 360,000); AID 624125, 2012;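 active = inhibition above its plate's cutoff, the mean inhibition of sample wells plus 3 SD, cut at about 27% in these data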;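 note: 0% = acetylcholine EC80 with DMSO and 100% = DMSO without agonist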
# M1 PAM = human M1 muscarinic receptor positive allosteric modulators, primary screen, CHO-K1 cells, Fluo-8 calcium fluorescence, 1536-well | actives 0.088% (n = 360,000) | CHO-K1 hM1, ACh EC20; 0% = ACh EC20, 100% = maximal ACh | AID 588819, 2011 | activation, % at 3 µM; in the data active = activation above about 19%, passing the limit was not always enough
# CHRM1 agonist = human M1 muscarinic receptor agonists, primary screen, Fluo-8 calcium fluorescence, CHO-K1 cells, HTS; activation, % at 3 µM; actives 0.33% (n = 360,000); AID 588814, 2011; CHO-K1 hM1, agonist mode; 0% DMSO, 100% acetylcholine EC100; Muscarinic acetylcholine receptor M1 (Homo sapiens), P11229;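 active = activation above the run's mean compound activation plus 3 SD, cut at about 16% in these data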;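 note: peak over basal fluorescence ratio within a 140 s kinetic read after compound addition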
# CHRM5 antagonist = human M5 muscarinic receptor antagonists, primary screen, CHO cells, Fluo-8 calcium fluorescence; Muscarinic acetylcholine receptor M5 (Homo sapiens), P08912; CHO-hM5 cells, ACh EC80; inhibition, % at 3 µM; actives 0.59% (n = 360,000); AID 624040, 2012;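 active = inhibition above a per-plate cutoff, the mean of that plate's test compounds plus 3 SD, cut at about 27% in these data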;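 note: 0% = acetylcholine EC80 with DMSO and 100% = DMSO without agonist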
# CHRM4 agonist = human M4 muscarinic receptor agonists, primary screen, CHO-K1 cells, Fluo-8 calcium fluorescence; Muscarinic acetylcholine receptor M4 (Homo sapiens), P08173; activation, % at 3 µM; CHO-K1 hM4/Gqi5; vehicle 0%, full acetylcholine response 100%; actives 0.14% (n = 360,000);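 active = activation above the run mean over all test wells plus 3 SD, cut at about 32% in these data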;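 note: peak over basal fluorescence ratio per well then scaled between controls; 0% = DMSO wells and 100% = acetylcholine at EC100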
# M5 ag = human M5 muscarinic receptor agonists, primary screen, CHO-K1 cells, Fluo-8 calcium fluorescence. Muscarinic acetylcholine receptor M5 (Homo sapiens), P08912. actives 0.19% (n = 360,000). activation, % at 3 µM. CHO-K1 hM5 cells; 0% DMSO wells, 100% maximal acetylcholine response;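 active = activation above the run's mean over test compounds plus 3 SD, cut at about 23% in these data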;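 note: signal is peak over basal fluorescence ratio across the kinetic read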
# * = called active by the depositor; x = no result given. Only part of the results is shown. The share of hits here may be higher or lower than overall.
SMILES,CHRM1 antagonist,CHRM5 PAM,TAAR1 ag,M4 antag,M1 PAM,CHRM1 agonist,CHRM5 antagonist,CHRM4 agonist,M5 ag
O=C(COC(=O)c1cnccn1)Nc1c(Cl)cc(Cl)cc1Cl,-10,4,0,3,14,-2,0,0,3
CCOC(=O)CNC(=O)CSc1nc2cccnc2n1C,-15,-5,6,10,1,0,8,0,-2
COc1cccc(CN2CC(C(=O)NCCSc3nnnn3C)CCC2=O)c1 (stereo not drawn),-2,0,1,3,5,-2,0,0,-3
Cc1ccc(NC(C)C(=O)N/N=C/c2c[nH]c3ccccc23)cc1 (stereo not drawn),5,-4,11,1,-4,-3,0,1,0
CCOC(=O)c1cc2sc(C)cc2n1CC(=O)N1CCN(C(=O)c2ccco2)CC1,19,-4,2,14,-6,-5,7,3,-1
CC12C=CC(=O)C=C1CCC1C3CCC(O)(C(=O)CO)C3(C)CC3OC312 (stereo not drawn),-6,-2,4,-7,8,-4,2,1,-1
COc1cc(OC)c(N2CC(C(=O)NCCC3=CCCCC3)CC2=O)cc1Cl (stereo not drawn),0,-5,3,-6,-2,-2,3,3,1
CN(C)c1cc[n+](CC(=O)c2ccc(-c3ccccc3)cc2)cc1,42*,-19,1,0,-30,-11,20,1,-10
CCN(C(=O)Cn1cc(C(F)(F)F)ccc1=O)C1CCS(=O)(=O)C1 (stereo not drawn),-16,7,3,-9,10,1,-3,1,2
COc1ccc(NC(=O)c2ccccc2NC(=O)CSc2ccc(C)cc2)cc1,2,-7,-1,8,-4,-7,2,0,-1
COc1ccc(CCn2nnnc2C(c2ccc(C)cc2)N2CCN(C)CC2)cc1OC (stereo not drawn),0,-2,9,-1,1,-3,-7,1,-1
CC(NC(=O)Cc1cccs1)C(c1cccs1)N1CCN(c2ccccc2F)CC1 (stereo not drawn),5,0,5,-6,-3,0,-5,3,3
CC(C)CN(CCCNC(=O)CN1C(=O)COc2ccc(S(=O)(=O)N3CCC(C)CC3)cc21)CC(C)C,4,-4,0,0,2,-5,8,-1,-7
N#C/C(=C\c1ccc[nH]1)S(=O)(=O)c1ccccc1,5,-4,x,3,-8,-14,4,3,-5
CCCCCc1c(C)nc(SCC(=O)O)[nH]c1=O,-9,2,7,4,10,-5,7,0,-2
O=C(O)CC(CNS(=O)(=O)c1cccc2nsnc12)c1ccccc1 (stereo not drawn),7,6,1,3,1,-5,2,0,-1
Cn1cccc1-c1nc2ccccc2[nH]1,-7,17,-1,5,7,-4,-13,1,-2
COc1ccc2c(c1)C(SCC(=O)NCc1ccccc1)CC(C)(C)O2 (stereo not drawn),-9,-9,-2,-16,8,3,9,3,2
COc1ccccc1C1=CC(=O)C[C@H](c2ccc(F)cc2)C1,15,-7,16,-1,-7,-7,14,3,-3
O=C(C[C@H]1C/C=C\CC[C@@H](Cc2ccc(F)cc2)C(=O)OC[C@H]2CCCN2C1=O)N[C@H](CO)Cc1ccccc1,-10,-4,6,-8,4,-1,1,8,1

# An excerpt of these results, with bars between the fields:
mol | CHRM1 antagonist | CHRM5 PAM | TAAR1 ag | M4 antag | M1 PAM | CHRM1 agonist | CHRM5 antagonist | CHRM4 agonist | M5 ag
CCCCCc1c(C)nc(SCC(=O)O)[nH]c1=O | -9 | 2 | 7 | 4 | 10 | -5 | 7 | 0 | -2
O=C(O)CC(CNS(=O)(=O)c1cccc2nsnc12)c1ccccc1 (stereo not drawn) | 7 | 6 | 1 | 3 | 1 | -5 | 2 | 0 | -1

# Returning to the listing, starting six compounds before the break.
SMILES,CHRM1 antagonist,CHRM5 PAM,TAAR1 ag,M4 antag,M1 PAM,CHRM1 agonist,CHRM5 antagonist,CHRM4 agonist,M5 ag
CCCCCc1c(C)nc(SCC(=O)O)[nH]c1=O,-9,2,7,4,10,-5,7,0,-2
O=C(O)CC(CNS(=O)(=O)c1cccc2nsnc12)c1ccccc1 (stereo not drawn),7,6,1,3,1,-5,2,0,-1
Cn1cccc1-c1nc2ccccc2[nH]1,-7,17,-1,5,7,-4,-13,1,-2
COc1ccc2c(c1)C(SCC(=O)NCc1ccccc1)CC(C)(C)O2 (stereo not drawn),-9,-9,-2,-16,8,3,9,3,2
COc1ccccc1C1=CC(=O)C[C@H](c2ccc(F)cc2)C1,15,-7,16,-1,-7,-7,14,3,-3
O=C(C[C@H]1C/C=C\CC[C@@H](Cc2ccc(F)cc2)C(=O)OC[C@H]2CCCN2C1=O)N[C@H](CO)Cc1ccccc1,-10,-4,6,-8,4,-1,1,8,1
Cc1ccc2c(c1)S/C(=C/c1ccc[n+](CCO)c1)N2C,-2,5,5,4,3,-6,4,1,-7
O=C(Cc1ccc(Br)cc1)Nc1cccc(S(=O)(=O)N2CCCCC2)c1,3,-8,13,4,-7,-2,6,9,3
Cc1nn(Cc2n[nH]c(=S)n2Cc2ccccc2)c(C)c1Cl,-1,-4,3,3,5,-5,1,0,-3
Cc1ccc(S(=O)(=O)N2CCN(C(=O)CN3CCOCC3)C2)cc1,-15,3,-3,9,13,-3,3,0,-2
Cc1ccccc1NC(=S)NCCc1ccccc1,2,0,49*,-3,6,-8,4,0,-6
CN(CC(=O)Nc1ccc(C(N)=O)cc1)CC(=O)Nc1ccccc1Cl,-14,6,6,-5,15,0,-2,2,1
COc1ccc(Br)cc1CNC(=O)CCN1C(=O)COc2ccccc21,-3,-1,2,-7,-1,-6,2,2,-1
COC(=O)CN1C(=S)N(c2ccc(F)cc2)C(=O)C1CC(=O)Nc1ccc(F)cc1 (stereo not drawn),-1,-5,7,9,1,-1,3,14,-2
COc1ncc(-c2ccc3c(c2)S(=O)(=O)c2cccc(C(=O)O)c2C3=O)cn1,-10,3,2,-4,2,-4,3,1,1
CCn1c(=O)c(C(=O)Nn2c(C)nc3ccccc3c2=O)c(O)c2ccccc21,-14,2,15,-10,7,-5,6,-1,-5
COc1cc(/C=C/C(=O)O)cc(S(=O)(=O)NCCO)c1OC,-12,2,3,6,1,-2,0,-1,-2
Cc1ccc(C(=O)OCC(=O)NC(=O)c2cccn2C)cc1,6,-3,2,14,0,-7,7,0,0
O=C(Cc1cccc(NC(=O)C2CCN(S(=O)(=O)c3cccc([N+](=O)[O-])c3)CC2)c1)Nc1cccc(C(=O)N2CCCCC2)c1,-10,-4,1,-5,8,-5,11,1,0
COc1ccc(OC)c(/C=N/NC(=O)CN2CCSCC2)c1,-7,2,2,0,7,-6,-7,0,0
COc1ccc(C=O)cc1OC(=O)N1CCOCC1,-5,-5,1,1,4,-2,5,2,-1
O=C(CN1C(=O)S/C(=C\c2ccc(F)cc2)C1=O)Nc1cccc(S(=O)(=O)NCc2ccco2)c1,21,1,3,4,0,-2,4,3,5
CCOc1ccc(N(CC(=O)NC2CCCCC2)C(=O)CCC(=O)Nc2nc(C)cs2)cc1,-16,-1,16,1,8,-7,-2,0,-3
Cc1nc2c(C)cccn2c1/C(O)=C1\C(=O)C(=O)N(CCN(C)C)C1c1cccs1 (stereo not drawn),-12,6,0,-5,13,-2,0,0,3
CC[n+]1ccc(C[n+]2ccccc2)c2ccccc21,-8,0,2,2,5,-11,-3,0,-3
CCn1c(C)nc2cc(C(=O)NNC(=S)Nc3ccc(C)cc3)ccc21,-14,9,24,-3,8,-3,-3,0,-1
N=c1c2c3c(sc2nc2n1CCCCC2)CCCC3,89*,-19,5,46*,-23,-5,7,1,-8
Cc1ccc(NC(=O)CC2C(=O)NCCN2C(=S)Nc2ccccc2)c(C)c1 (stereo not drawn),-6,2,1,-3,9,-6,-1,1,-4
O=C(COC(=O)COc1ccc(Cl)cc1Cl)Nc1cccnc1Cl,-5,1,1,-2,3,-4,-5,1,1
CC1CCCCC12NC(=O)N(CC(=O)c1ccc3c(c1)OCO3)C2=O (stereo not drawn),-12,-2,4,-5,9,3,-3,2,1
O=C1CCCc2cc(S(=O)(=O)N3CCC(C(=O)NCc4ccccc4)CC3)ccc2N1,6,7,-1,-20,3,-8,-2,1,-4
Clc1ccc(-c2nnc(SCc3nc4ccccc4[nH]3)o2)c(Cl)c1,2,-5,1,3,1,-2,3,3,0
COc1ccc(C(=O)N2CCOC2CNC(=O)C(=O)NCCc2ccc(OC)c(OC)c2)cc1 (stereo not drawn),-14,-1,3,-11,10,-2,6,7,0
CCc1nccn1CCC(=O)N1CCCC(N2CCN(c3cccc(Cl)c3)CC2)C1 (stereo not drawn),-5,2,0,-7,5,-3,-2,1,-5
CCOC(=O)c1c(C)[nH]c(=S)c(C#N)c1-c1ccc(OC)cc1,-4,-5,4,-3,3,-2,-7,1,-8
O=C(NCc1ccccc1)c1ccc(CN(c2ccccn2)S(=O)(=O)c2ccccc2)cc1,-9,-3,8,-6,7,-1,1,2,-2
COc1ccc(N2CCN(CC(O)COc3ccc(C)cc3C)CC2)cc1 (stereo not drawn),-7,-4,4,-6,9,-5,5,7,-2
CC(C)CCNC(=O)NC(=O)COC(=O)/C=C/c1cnc2ccccc2n1,-3,-5,0,-11,-1,-5,-2,3,0
CC(O)(C#CCN1CCCCC1)c1ccccc1 (stereo not drawn),30,-13,2,10,-19,-8,7,1,-7
CC1CC(C(F)(F)C(F)(F)F)n2nc(C(=O)O)cc2N1 (stereo not drawn),-7,-4,-1,1,5,-2,4,1,2
CN(NC1OC(=O)c2ccccc21)c1ncc(C(F)(F)F)cc1Cl (stereo not drawn),-6,1,2,-1,9,-4,-3,0,3
COc1ccc(CCN2CC(C(=O)N(C)CC(=O)Nc3ccc(F)c(F)c3F)CC2=O)cc1OC (stereo not drawn),-10,-8,-1,3,11,-3,11,1,1
COc1cc(Cl)c(S(=O)(=O)N2CCCC2)cc1Cl,-2,-3,2,6,3,-6,12,1,0
COc1ccc(C2C(C(=O)c3cccs3)=C(O)C(=O)N2c2cccc(C)n2)cc1 (stereo not drawn),-12,10,2,-5,7,-3,-1,0,-6
Oc1c(C(c2ccccc2)N2CCCCC2)ccc2ccccc12 (stereo not drawn),-14,0,0,3,10,-1,2,1,0
Cc1ccc(F)c(S(=O)(=O)NC(=O)C2(C)CCN2C(=O)c2ccccc2)c1 (stereo not drawn),-6,-4,1,4,1,-1,0,0,-1
